D3 ag = activates the human D3 dopamine receptor; P35462; D3R DiscoveRx beta-arrestin cells, luminescence, 90 min; max activation, %; 0.58% of 410,000 active; in the data active = max activation above about 30%; note: 0% is about no effect; mostly tested at two doses, the higher about 12 µM
Target sequence (P35462 whole entry, looked up): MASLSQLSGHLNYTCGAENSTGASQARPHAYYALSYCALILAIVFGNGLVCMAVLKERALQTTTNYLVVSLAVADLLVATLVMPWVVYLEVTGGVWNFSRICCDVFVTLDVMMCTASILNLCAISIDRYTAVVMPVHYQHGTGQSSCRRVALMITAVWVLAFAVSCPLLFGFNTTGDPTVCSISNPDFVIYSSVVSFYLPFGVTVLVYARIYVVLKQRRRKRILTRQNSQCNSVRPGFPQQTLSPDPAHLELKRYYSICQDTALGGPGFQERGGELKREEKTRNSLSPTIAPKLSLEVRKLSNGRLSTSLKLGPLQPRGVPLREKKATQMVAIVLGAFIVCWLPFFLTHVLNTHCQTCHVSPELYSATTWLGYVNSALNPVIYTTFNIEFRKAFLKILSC
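Agonist-mode cell screen: cells plated at 1500/well and incubated overnight at 37 °C, then exposed to library compounds for 90 min at 37 °C. Detection reagent was added for 30–60 min at room temperature, and luminescence was read.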
Mm-Cpn inhibitor = inhibitors of Methanococcus maripaludis chaperonin (MmCpn) | purified Mm-Cpn ATPase, ADP Transcreener TR-FRET | Potency, µM (top dose mostly 76.9 µM), for the others: at the top dose activity, negative = inhibition, most hits filed as inhibitors | 0.031% of 330,000 active; note: potency is the fitted concentration of half-maximal effect; % is set by controls: 0 for no effect and ±100 for the full control effect; nearly all actives have a fitted effect of over 80% in size
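TR-FRET (320 nm excitation; 590 and 665 nm emission) reports ADP made from 10 uM ATP by 25 nM enzyme; compounds were preincubated 10 min, reaction run 30 min, both at 37°C.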
EPAC2 ag = activates human EPAC2 exchange factor. Q8WZA2. EPAC2 activation, biochemical qHTS; response scale: 100% = 6.5 mM cAMP response. Potency, µM (series often up to 154 µM), without a hit: at the highest dose activation, actives largely listed as activators. 0.079% of 360,000 active. AID 720711; note: potency is the fitted concentration of half-maximal effect; nearly all actives have a fitted effect of over 50% in size
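qHTS, titration series. 100 nM EPAC2 / 250 nM Rap1B-BODIPY-GDP / 50 uM GDP; RT; ex 480/em 540 nm, 5-min reads to 30 min. Norm. to 6.5 mM cAMP = activation.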
Akt phos inh = Akt phosphorylation inhibition | activity change, % for hits at 50 µM | Neuro2A IGF-stimulated pAkt S473 HTRF, 20 min; hits give low values | 0.32% of 360,000 active | AID 651550; in the data active = activity change below about -80%; inconclusive = mostly about -51% to -80%; note: % is set by controls: 0 for no effect and ±100 for the full control effect
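Neuro2A cells (4,500/well, DMEM with 0.5% FBS) were treated with compound at a single 50 µM final concentration, stimulated with 6 nM IGF for 20 min at 37 °C, and lysed. Phospho-Akt Ser473 was read by HTRF as 665/615 ratio ×10^4.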
EPAC2 antagonist = EPAC2 (human) antagonism; Q8WZA2; EPAC2 GEF exchange of Rap1B-BODIPY-GDP, fluorescence; Potency, µM (top dose mostly 114 µM), for inactives: at the highest dose activity, negative = inhibition, most hits filed as inhibitors; 0.18% of 360,000 active; AID 720708; note: potency is the fitted concentration of half-maximal effect; % is set by controls: 0 for no effect and ±100 for the full control effect; nearly all actives have a fitted effect of over 45% in size; many of its hits are not listed in these tables
CCT modulator = modulators of cytosolic chaperonin (CCT/TRiC) activity; purified chaperonin ATPase assay, HTRF ADP detection, 30 min; activity change, % (no concentration beside the values), hits read low; 0.3% of 360,000 active; in the data active = activity change below about -30%; note: % is set by controls: 0 for no effect and ±100 for the full control effect
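ATPase activity: ADP formed was measured by HTRF Transcreener (665/615 nm ratio) after 30 min at 37 deg C with 10 uM ATP. Compounds screened at one 76 uM concentration against 40 or 20 nM TRiC in Tris pH 7.4/KCl/MgCl2/DTT buffer.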
D3 antag = blocks the human D3 dopamine receptor | max response, negative = inhibition, % | D3R cells, DiscoveRx beta-arrestin luminescence, antagonist mode; hits give low values | P35462 | 2.5% of 360,000 active | AID 652054; in the data active = max response below about -50%; inconclusive = no clear call, values can overlap the other calls; note: % is set by controls: 0 for no effect and ±100 for the full control effect; mostly tested at two doses, the higher about 12 µM
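Cells plated overnight at 1500 cells/well, then exposed to library compounds with dopamine controls for 90 minutes at 37 degrees C. DiscoveRx reagent added for 30–60 minutes at room temperature; luminescence read, quantitative HTS format.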
PTHR1 ag = agonists of human PTHR1 parathyroid hormone receptor | Q03431 | HEK293 GP2 PTHR1 cells, GloSensor cAMP luminescence, 1 h | Potency, µM (top dose mostly 115 µM), inactives show at the top dose activation, usual class: activators | 0.075% of 410,000 active | AID 743266; note: potency is the fitted concentration of half-maximal effect; nearly all actives have a fitted effect of over 55% in size; some results filed as inactive show a strong effect at the top dose; inactives centre near -15; many of its hits are not listed in these tables
Target sequence (Q03431 whole entry, looked up): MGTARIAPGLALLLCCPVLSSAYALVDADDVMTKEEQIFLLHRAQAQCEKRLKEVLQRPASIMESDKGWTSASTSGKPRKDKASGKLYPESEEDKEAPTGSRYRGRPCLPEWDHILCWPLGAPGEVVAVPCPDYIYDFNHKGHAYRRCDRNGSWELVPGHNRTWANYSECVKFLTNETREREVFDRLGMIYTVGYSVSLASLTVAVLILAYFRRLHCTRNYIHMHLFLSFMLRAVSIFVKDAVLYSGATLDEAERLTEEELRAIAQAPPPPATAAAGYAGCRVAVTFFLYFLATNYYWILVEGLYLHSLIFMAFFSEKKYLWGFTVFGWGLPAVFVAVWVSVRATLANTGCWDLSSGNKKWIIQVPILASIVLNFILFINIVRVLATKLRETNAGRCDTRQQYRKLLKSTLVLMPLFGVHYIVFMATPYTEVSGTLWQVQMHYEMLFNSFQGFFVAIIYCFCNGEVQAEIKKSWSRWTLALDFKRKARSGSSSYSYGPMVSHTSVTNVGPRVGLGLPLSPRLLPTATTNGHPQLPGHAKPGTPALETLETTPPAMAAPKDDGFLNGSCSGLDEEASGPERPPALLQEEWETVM
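HEK-293-derived GP2 cells expressing PTHR1 and a GloSensor cAMP reporter, 3,000/well, plated overnight, given luciferin plus IBMX (each 0.5 mM as added) for 1 h at 37 °C, then compound for 1 h at 37 °C. Luminescence was read after 15 min at room temperature.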
Starred values were filed as active, the others as inactive; i = inactive; ? = inconclusive; . = not tested or not shown; & = joins results of further samples; [ ] = remark or other dose. Unless noted, calls come from the whole dose curve; as a rule, active = well fitted curve in the direction sought with a large enough effect; inconclusive = small, poorly fitted or top-dose-only effect, or another doubt; inactive = no such curve, though single readings can be large; an effect the other way counts as inactive or inconclusive.

Molecule | Mm-Cpn inhibitor | D3 antag | Akt phos inh | EPAC2 antagonist | CCT modulator | EPAC2 ag | PTHR1 ag | D3 ag
COc1cc(C(=O)NCC(=O)NNC(=O)CN(C)S(=O)(=O)c2ccc(Cl)cc2)cc(OC)c1OC | 1% | 6 | i | 13% | 2.5 | 2% | -19% | -9
COC(=O)Cc1[nH]n(-c2nc3ccccc3s2)c(=O)c1C(C)=Nc1ccc(C)cc1 | -3% | -7 | i | 1% | -2.2 | -7% | -23% | -9
CCCCNC(=S)NNC(=O)c1cc(C)on1 | -3% | 3 | i | 10% | 2.1 | -6% | i | 12
Cc1nn2c(=O)cc(CSCC(=O)Nc3ccccc3F)nc2s1 | 0% | -10 | i | -2% | 0.0 | 11% | i | 6
O=S(=O)(/N=C(\Nc1ccc(F)cc1)C(F)(F)F)c1ccccc1 | 1% | -22 | i | -1% | -1.8 | 10% | -18%[57.5 µM] | -9
COc1cccc(/C=C(/C(=O)OCC(N)=O)c2ccccc2)c1 | 1% | -6 | i | -2% | 1.4 | 9% | 12% | -3
Cc1c([N+](=O)[O-])cc(C(=O)NCc2ccc(F)cc2)cc1[N+](=O)[O-] | 0% | -10 | i | -12% | 0.6 | 7% | -7% | -5
CC1(C(=O)Nc2cccc3c2CCCC3)CCN1C(=O)C1(c2ccc(Cl)cc2)CC1 (stereo not drawn) | . | ? | i | 2% | 0.6 | 10% | i | -5
CCOC(=O)N1CCN(C(=O)CSc2nc(CC)nc3c2c(=O)n(C)c(=O)n3C)CC1 | 1% | 27 | i | -4% | 1.1 | -8% | -40%[inhibitor] | -10
N/C(=N\OC(=O)c1ccccc1Cl)c1ccccc1 | 0% | 26 | i | 5% | -4.9 | 6% | -75%[inhibitor][57.5 µM] | -4
COc1cc(C(CCN2CCN(c3ccccc3)CC2)c2c(OC)cc(OC)c3ccc(=O)oc23)cc(OC)c1OC (stereo not drawn) | 1% | -85* | i | 12% | -1.0 | 7% | -16% | -9
CC(NC(=O)c1ccco1)C(=O)OCc1cccc(C(F)(F)F)c1 (stereo not drawn) | 0% | -12 | i | -5% | 1.6 | -3% | i | -3
CC(=O)c1ccc(NC(=O)c2ccc(NC(=O)CCS(=O)(=O)c3cccs3)cc2)cc1 | 0% | 160 | i | -1% | -4.9 | 18% | -32%&-31%[inhibitor] | 12&5
O=C(NCCNCCO)C1(C(F)(F)F)C/C(=C\CCO)CCCO1 (stereo not drawn) | . | 33 | i | 1% | 0.6 | 3% | i | 4
Cc1cc(C(=O)CCC(=O)N(C)CC(=O)Nc2ccccc2Br)c(C)s1 | -5% | -16 | i | -8% | 0.4 | -7% | -24% | -9
c1ccc(CCc2nc3ccccc3[nH]2)cc1 | 1% | -24 | i | -4% | -0.2 | 6% | i | -3
NS(=O)(=O)c1ccc(NC(=S)NCc2ccc(Cl)cc2)cc1 | 2% | 0 | i | -7% | -4.1 | 10% | ? | -21
CCCS(=O)(=O)N1CCC(C(=O)NCCN2CCC(Cc3ccccc3)CC2)CC1 | -1% | -57* | i | 9% | 2.1 | -2% | -15%[57.5 µM] | 5
Cc1cccc(CN2C3=NCCCN3c3ccccc32)c1 | 1% | -8 | i | -1% | 1.4 | 8% | -9% | 3
CCC(CC)C(=O)N(c1ccc(F)cc1)C1C=CS(=O)(=O)C1 (stereo not drawn) | 0% | 18 | i | 2% | -6.4 | -8% | i | 4
COC(=O)[C@@]12C[C@@H](CC(=O)N3CCCC3)C(=O)N(Cc3ccccc3)C1=CCC(C)(C)C2 | . | -29 | i | 3% | . | -1% | i | -13
Cc1ccsc1/C=N/NC(=S)NCCc1ccccc1 | ? | 15 | i | 3% | -7.4 | 11% | i | 3
CC(C)[C@H](NC(=O)C1CCN(S(=O)(=O)c2ccc(F)cc2)CC1)C(=O)N1CCCCCC1 | -3% | 12 | i | -7% | -2.9 | 2% | i | 5
Fc1ccc(Nc2nc(-c3ccncc3)cs2)cc1 | 3% | -25 | i | -4% | -2.9 | 16% | -7% | 3
O=c1c(N2CCCCC2)coc2ccccc12 | 0% | -27 | i | 4% | -3.5 | 2% | -11%[57.5 µM] | 2
O=C(NCCC1=CCCCC1)C1CCN(S(=O)(=O)c2ccccc2)CC1 | 1% | 1 | i | 2% | 1.3 | 9% | i | 0
Fc1ccc(-n2cc(-c3ccccc3)c3c(NN4CCOCC4)ncnc32)cc1 | -2% | -7 | i | -10% | 1.4 | -1% | i | -19
CC(C)(C)OC(=O)NCCc1onc(-c2ccc([N+](=O)[O-])cc2)c1C(=O)O | . | 13 | i | -7% | 0.4 | 6% | -18% | 5
CCN(CC)Cc1nc2nc(Cl)c(Cl)nc2[nH]1 | . | 11 | i | 2% | 2.0 | 8% | i | -7
Cc1cc(N/N=C/c2ccc(F)cc2)nc(NCc2ccccc2)n1 | 3% | 8 | i | -7% | -0.8 | 13% | 0% | -13

Carrying on.
Molecule | Mm-Cpn inhibitor | D3 antag | Akt phos inh | EPAC2 antagonist | CCT modulator | EPAC2 ag | PTHR1 ag | D3 ag
Cc1nc(N2CCN(Cc3ccc(Cl)cc3)CC2)c2oc3ccccc3c2n1 | -2% | 25 | i | -7% | 1.8 | 10% | -24% | -11
Cc1ccc(S(=O)(=O)N(Cc2ccccc2)Cc2ccco2)cc1 | 3% | 7 | . | -21% | 0.4 | 0%[15.6 µM] | i | -17
O=C(Nc1ccc2c(c1)OCCO2)c1cc(-c2ccccc2)nc2ccccc12 | -5% | -4 | i | -5% | -1.8 | 14% | -28%[57.5 µM] | -2
CCOC(=O)c1c(-c2ccccc2)csc1NC(=O)/C(C#N)=C/c1ccc(O)c(OC)c1 | -2% | -9 | i | -30% | -4.8 | -9% | -4% | 3
COc1ccc(Cn2c(CCC(=O)O)nc3cccnc32)cc1 | 0% | -14 | i | -3% | -1.6 | -3% | i | 3
C[C@H]1CN([C@@H](C)CO)C(=O)CCCn2cc(nn2)CO[C@@H]1CN(C)C(=O)NC1CCCCC1 | . | 19 | i | 4% | -0.1 | 11% | i | 6
CCN1CC(CN(C)Cc2nc(COc3ccccc3)no2)CC1=O (stereo not drawn) | -2% | 2 | i | 14% | 0.6 | 1% | i | 4
O=C(CNc1cccc(S(=O)(=O)N2CCCC2)c1)Nc1ccc(C(F)(F)F)cc1 | 0% | -6 | i | -21% | -3.2 | -3% | -37%[inhibitor] | 2
COc1ccc(NC(=O)c2cccnc2NCCc2ccccc2)cc1 | 1% | -8 | i | -4% | -3.4 | 32µM* | -15% | -4
CCC1S/C(=N/C(=O)NC2CCCCC2)NC1=O (stereo not drawn) | -1% | 19 | i | -1% | 2.0 | -4% | i | 0
CCOc1ccc(S(=O)(=O)N2CCCC(C(=O)N3CCN(CC)CC3)C2)cc1Cl (stereo not drawn) | 1% | -21 | i | -3% | 1.6 | 3% | -9% | -8
CNC(=O)NC(=O)COC(=O)c1ccccc1OCc1ccccc1 | 3% | -24 | i | 4% | -2.7 | 9% | i | -6
CCCN1C(=O)S/C(=C/c2ccc(N3CCOCC3)o2)C1=O | -1% | -13 | i | 22% | 1.5 | 112µM* | -17% | 8
O=C(CSc1nnc(-c2ccccc2Cl)o1)Nc1ccccn1 | -3% | 12 | i | 6% | -0.6 | 3% | -28% | 2
Cc1ccc(CNC(=O)c2sccc2-n2cccc2)cc1 | -1% | 7 | i | -8% | 0.5 | 1% | -3%[57.5 µM] | 0
Cc1ccc(S(=O)(=O)N2CCOC23CCN(S(=O)(=O)c2cccs2)CC3)cc1 | -1% | 0 | i | -1% | -3.0 | 10% | -14% | 1
C#CCn1c(=NC(=O)c2ccc(S(=O)(=O)N3CCCc4ccccc43)cc2)sc2cc(S(N)(=O)=O)ccc21 | -8% | 0 | i | -1% | 1.3 | -7% | i | -17
COC(=O)c1ccccc1NC(=O)CSc1nnnn1C | 0% | 3 | i | 0% | -0.5 | 5% | -5% | 5
COc1ccc(C(=O)COC(=O)c2ccc(Cl)nc2)cc1OC | 0% | 1 | i | -15% | 0.5 | 8% | -12% | 0
Cc1cc(=O)oc(C)c1C(=O)OC(C(=O)c1ccccc1)c1ccccc1 (stereo not drawn) | 1% | 3 | i | 1% | 1.0 | 5% | -17% | 5
CC1CCCC(C)N1C(=O)COC(=O)COc1ccc(C#N)cc1 (stereo not drawn) | 0% | -7 | i | 1% | -0.8 | 2% | -5% | 25
COc1ccccc1NS(=O)(=O)c1cc(NC(=O)c2cccs2)ccc1N1CCOCC1 | -8% | 21 | i | -2% | -0.6 | 3% | -1% | -3
CCc1nnc(NC(=O)CC(C)c2ccccc2)s1 (stereo not drawn) | 0% | 2 | i | -19% | 1.2 | 5% | 17% | -4
O=C(NCc1cccc(F)c1)C1CCC(=O)N(CCc2cccc(F)c2)C1 (stereo not drawn) | -1% | -17 | i | 4% | -2.4 | -2% | -5% | 0
Cc1ccc(S(=O)(=O)N2CCCCC2)cc1C(=O)NCCc1ccccc1 | 0% | 6 | i | -28% | 1.4 | 8% | -32%[inhibitor] | 2
O=C(COC(=O)CSc1ccc(F)cc1)NC1CC1 | . | 16 | i | -12% | 0.5 | 4% | -19% | 1
Cc1cc2nn(-c3cccc4ccccc34)nc2cc1N | 0% | -17 | i | 16% | -0.5 | -6% | -3% | 1
COc1ccc(-c2nnc(SCc3ccccn3)n2C)cc1 | 0% | 13 | -107%* | 12% | -6.3 | 2% | i | 4
COc1ccc(N2CSC3=C(C#N)C(c4cc(OC)c(OC)cc4OC)CC(=O)N3C2)c(OC)c1 (stereo not drawn) | -5% | ? | i | 7% | -4.1 | 11% | i | -3

Retrieved by structure from the entries so far:
Molecule | Mm-Cpn inhibitor | D3 antag | Akt phos inh | EPAC2 antagonist | CCT modulator | EPAC2 ag | PTHR1 ag | D3 ag
COc1cc(C(CCN2CCN(c3ccccc3)CC2)c2c(OC)cc(OC)c3ccc(=O)oc23)cc(OC)c1OC (stereo not drawn) | 1% | -85* | i | 12% | -1.0 | 7% | -16% | -9
CC1CCCC(C)N1C(=O)COC(=O)COc1ccc(C#N)cc1 (stereo not drawn) | 0% | -7 | i | 1% | -0.8 | 2% | -5% | 25

Screening data deposited in PubChem by National Center for Advancing Translational Sciences (NCATS).

The list is partial. The share of hits here may be higher or lower than overall.
